# PAX8 reporter: inhibitors of PAX8 transcriptional activity in RMG-I cells | RMG-I TPO-luciferase reporter, SteadyGlo, 24 h | inhibition, % at 12.6 µM | 1.2% of 360,000 active | AID 652154;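 active means mean replicate inhibition at least 60% with every replicate also reaching 60%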;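 further: luciferase light reporting Pax8 driven TPO promoter activity; plate controls were median of neutral control wells for no effect and mitoxantrone controls for full effect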
# INS-1E GSIS act: GLuc luminescence reporter in INS-1E cells, primary screen for activators of glucose-dependent secretion of insulin. INS-1E GLuc reporter insulin secretion, 2-3 h. activation, % at 16.6 µM. 0.61% of 370,000 active;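 active means lowest replicate activation of at least 40%, so every replicate reaches that level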;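 further: 0% = median of neutral control wells and 100% = median of IBMX positive control wells; some compounds called inactive have numbers as strong as hits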
# ARNT TACC3 PPI: disruptors of human ARNT/TACC3 interaction; Q9Y6A5; AlphaScreen His-ARNT PAS-B/GST-TACC3 binding, luminescence; TACC3 fragment carries E629A point mutation; inhibition, % at 9.99 µM; 0.66% of 390,000 active; AID 623870;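 active means mean inhibition of replicates at least 50% and at least half of replicates each reaching 50%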;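 further: 0% = complete ARNT plus TACC3 wells and 100% = ARNT alone without TACC3; many hits fall short of the cut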
# ERp5 block: ERp5 (human) disulfide isomerase inhibition; ERp5 insulin aggregation, absorbance 650 nm, 90 min; inhibition, % at 9.99 µM; 0.05% of 350,000 active;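 active means mean replicate inhibition above about 25%, with every replicate also reaching it, limit read from the data, passing the limit was not always enough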
# Target sequence (Q15084 whole entry, looked up): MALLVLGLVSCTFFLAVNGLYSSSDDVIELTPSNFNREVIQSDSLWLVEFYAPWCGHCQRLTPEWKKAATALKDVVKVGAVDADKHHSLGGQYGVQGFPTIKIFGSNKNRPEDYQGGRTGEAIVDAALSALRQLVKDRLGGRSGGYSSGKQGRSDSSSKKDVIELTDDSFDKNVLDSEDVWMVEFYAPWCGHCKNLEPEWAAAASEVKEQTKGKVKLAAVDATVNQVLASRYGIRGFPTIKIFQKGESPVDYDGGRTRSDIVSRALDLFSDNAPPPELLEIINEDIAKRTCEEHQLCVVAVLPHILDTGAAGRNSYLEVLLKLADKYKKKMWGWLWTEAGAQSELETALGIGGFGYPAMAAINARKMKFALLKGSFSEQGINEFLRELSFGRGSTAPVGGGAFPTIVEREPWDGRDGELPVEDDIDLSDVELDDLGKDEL
# * marks the source's active call; other numbers are inactive results; · = no result given. The list is partial. The share of hits here may be higher or lower than overall.
[1] CC(Cc1ccccc1)NC(=O)NC(C)Cc1ccccc1 (stereo unspecified)
[2] COc1cc(/C=C2\C(=O)NC(=O)N(c3ccccc3)C2=O)cc(OC)c1O
[3] COc1cc(C2SCC(=O)Nc3c2c(C)nn3-c2ccccc2)cc(OC)c1OC (stereo unspecified)
[4] Clc1ccc(-c2nc3ccc(Cl)cn3c2CN2CCOCC2)cc1
[5] COc1ccc(CN2CCN(c3ccccc3)CC2)c(C)c1C
[6] O=c1[nH]c(=O)n(C2CCCCC2)c(O)c1C1NCCc2ccccc21 (stereo unspecified)
[7] Cc1ccc(N2C(=O)/C(=C/c3ccc(CN(CCC#N)S(C)(=O)=O)o3)C(=O)NC2=S)cc1
[8] O=c1[nH]c(=O)n(Cc2ccc(F)cc2)c(O)c1C=NCCCn1ccnc1
[9] CCN1CCC2(CCNC2)C1 (stereo unspecified)
[10] CCCCN1CCC(O)(c2ccccc2)C(C(=O)c2ccccc2)C1 (stereo unspecified)

Screen / compound no.,1,2,3,4,5,6,7,8,9,10
PAX8 reporter,·,·,·,·,·,·,·,·,·,·
ERp5 block,·,·,·,·,·,·,·,·,·,·
INS-1E GSIS act,·,·,·,·,·,·,·,·,·,·
ARNT TACC3 PPI,11,-6,-4,-1,6,-3,11,0,2,5

[11] CC(=O)Nc1ccc(OC(=O)N(C)c2ccccc2)cc1
[12] Cc1ccc2cccc(OC(=O)N3CCCC3)c2n1
[13] Cc1ccc2c(c1)C(c1ccccc1)NCC(=O)N2 (stereo unspecified)
[14] Cc1cccc(-n2c(O)c(C=NCCCN3CCOCC3)c(=O)[nH]c2=O)c1C
[15] O=C(C1CCC(=O)N1C1CCCC1)N1CCC2(CC1)OCCO2 (stereo unspecified)
[16] OCC1(CO)COC(c2cccnc2)N1 (stereo unspecified)
[17] COc1ccc(OCC(=O)N2CCN(Cc3c[nH]c4ccccc34)CC2)cc1
[18] O=C(Cc1ccccc1)Oc1cccc(N2C(=O)CCC2=O)c1
[19] CCC(=O)N1c2ccc(S(=O)(=O)CCC(=O)N3CCC4(CC3)OCCO4)cc2CC1C (stereo unspecified)
[20] O=c1cc(C(F)(F)F)c2cc3c4c(c2o1)CCCN4CCC3

Screen / compound no.,11,12,13,14,15,16,17,18,19,20
PAX8 reporter,·,·,·,·,·,·,·,·,·,·
ERp5 block,·,·,·,·,·,·,·,·,·,·
INS-1E GSIS act,·,·,·,·,·,·,·,·,·,·
ARNT TACC3 PPI,0,-5,-8,-7,-1,0,-2,-5,-9,-102

[21] CC(C)Oc1cc(-n2c(=S)[nH]c3ccccc3c2=O)c(Cl)cc1Cl
[22] CCC(=O)Nc1ccc(N2CCN(CC)CC2)c(Cl)c1
[23] CCN(CC)c1ccc(CC2C(=O)N(C)C(=O)N(C)C2=O)cc1
[24] O=C(O)C12C3CCCC1C32c1ccccc1 (stereo unspecified)
[25] O=C(CN1CCN(Cc2cccc(Cl)c2)C1=O)N1CCC2(CC1)OCCO2
[26] CCOC(=O)c1c(C)n(COCCO)c2ccc(O)cc12
[27] CC1=NN(c2ccccc2)C(=O)C1/C=C1/C(=O)NC(=O)N(c2cc(C)cc(C)c2)C1=O (stereo unspecified)
[28] CCOc1cccc(C2NCc3ccccc3-n3cccc32)c1O (stereo unspecified)
[29] Nc1ncc(P(=S)(N2CCOCC2)N2CCOCC2)s1
[30] Cc1cccc(C2=NCC(=O)N(CC(=O)NCc3ccco3)c3sc4c(c32)CCCC4)c1

Screen / compound no.,21,22,23,24,25,26,27,28,29,30
PAX8 reporter,·,·,·,·,·,·,·,·,·,·
ERp5 block,·,·,·,·,·,·,·,·,·,·
INS-1E GSIS act,·,·,·,·,·,·,·,·,·,·
ARNT TACC3 PPI,6,-4,5,2,0,4,-4,1,-3,-1

[31] C=CCn1c(O)c(C(CC)=NCCCO)c(=O)[nH]c1=O
[32] COC(=O)C1=C(c2c(C)noc2C)C[C@@H]2CC[C@H]1N2C(=O)NCCO
[33] CCN(CC)c1ccc(CN2CC=C(c3ccc(F)cc3)CC2)cc1
[34] CCCNC(=O)c1c(N)n(Cc2ccc3c(c2)OCO3)c2nc3ccccc3nc12
[35] CCCC/C(=N\O)c1c[nH]c2ccccc12
[36] O=c1[nH]c(=O)n(-c2cccc(Cl)c2)c(O)c1/C=N/c1ccccn1
[37] Cn1c(O)c(C=NCc2ccco2)c(=O)n(C)c1=O
[38] Cc1cc(OCC(=O)OC(C)C)c2c3c(c(=O)oc2c1)CCCC3
[39] O=P(OCC(F)(F)C(F)F)(N1CCOCC1)N1CCOCC1
[40] COC(=O)C1=C(c2ccc(F)cc2OCc2ccccc2)C[C@@H]2CC[C@H]1N2C(=O)NCc1cc(C)oc1C(F)(F)F

Screen / compound no.,31,32,33,34,35,36,37,38,39,40
PAX8 reporter,·,·,·,·,·,·,·,·,·,·
ERp5 block,·,·,·,·,·,·,·,·,·,·
INS-1E GSIS act,·,·,·,·,·,·,·,·,·,·
ARNT TACC3 PPI,-11,1,24,-4,-2,4,2,1,21,-5

[41] COC(=O)C1=C(c2ccc(F)cc2OCc2ccccc2)C[C@@H]2CC[C@H]1N2C(=O)N1CCC(C)CC1
[42] O=C(CN1CCN(Cc2ccc(Cl)cc2)C1=O)N1CCC2(CC1)OCCO2
[43] O=C(CCS(=O)(=O)c1ccc(Br)cc1)N1CCC2(CC1)OCCO2
[44] O=C1/C(=C\c2cc3c(cc2Br)OCO3)N2CCC1CC2
[45] CN1C(=O)C(=Cc2ccccc2Oc2ccc(Cl)c(F)c2)C(=O)N(C)C1=O
[46] O=C(C1CCC(=O)N1Cc1ccc(F)cc1)N1CCC2(CC1)OCCO2 (stereo unspecified)
[47] CCN1CCN(S(=O)(=O)c2ccc(Cl)nc2)CC1
[48] O=c1[nH]c(=O)n(C2CCCCCC2)c(O)c1C=NCC1CCCO1 (stereo unspecified)
[49] CCCCn1c(=O)c(C(=O)NCc2ccncc2)c(O)c2ccccc21
[50] COC(=O)C1=C(c2c(C)noc2C)C[C@@H]2CC[C@H]1N2C(=O)N1CCc2cc(OC)c(OC)cc2C1

Screen / compound no.,41,42,43,44,45,46,47,48,49,50
PAX8 reporter,·,·,·,·,·,·,·,·,·,·
ERp5 block,·,·,·,·,·,·,·,·,·,·
INS-1E GSIS act,·,·,·,·,·,·,·,·,·,·
ARNT TACC3 PPI,2,0,1,-2,-4,0,27,1,-2,3

[51] c1ccc2c(NC3=NCCS3)cccc2c1
[52] Cc1ccc(S(=O)(=O)NC(CC(=O)N2CCC3(CC2)OCCO3)c2ccco2)cc1 (stereo unspecified)
[53] CC(C)C[C@H]1C(=O)N2CCCC2[C@]2(O)O[C@](NC(=O)[C@@H]3C=C4c5cccc6[nH]cc(c56)CC4N(C)C3)(C(C)C)C(=O)N12 (stereo partly specified)
[54] CCCCSP1(=S)NCCCO1 (stereo unspecified)
[55] Cn1c(O)c(C=Nc2ccc3c(c2)CCC3)c(=O)n(C)c1=O
[56] c1ccc2oc(N3CCNCC3)nc2c1
[57] c1ccc(C2CC3CC4(CCCC4)N2O3)cc1 (stereo unspecified)
[58] COCCCNC(=O)Cn1cc(/C=C2\C(=O)NC(=O)N(c3ccccc3F)C2=O)c2ccccc21
[59] CCOC(=O)C(O)(c1ccc(NC(=O)c2ccco2)c(OC)c1)C(F)(F)F (stereo unspecified)
[60] O=C(C1CC(=O)N(C2CCCCC2)C1)N1CCC2(CC1)OCCO2 (stereo unspecified)

Screen / compound no.,51,52,53,54,55,56,57,58,59,60
PAX8 reporter,·,·,·,·,·,·,·,·,·,·
ERp5 block,·,·,·,·,·,·,·,·,·,·
INS-1E GSIS act,·,·,·,·,·,·,·,·,·,·
ARNT TACC3 PPI,1,-5,14,-4,-9,-6,19,-10,0,-7

[61] OC(C#CCN1CCOCC1)(c1ccccc1)C1CCCC1 (stereo unspecified)
[62] CCC(CC)N1CCN(C(=O)Cc2ccccc2)CC1
[63] COC(=O)C1=C(c2ccc(C(C)=O)cc2)C[C@@H]2CC[C@H]1N2C(=O)NC1Cc2ccccc2C1
[64] CN(C)C1(c2nnnn2CCOC(=O)Nc2ccc(Cl)cc2)CCCCC1
[65] CC(C)CN(CC(C)C)c1ccc(C=C2C(=O)NC(=S)NC2=O)cc1[N+](=O)[O-]
[66] Cc1sc2ncn(CC(=O)N3CCC4(CC3)OCCO4)c(=O)c2c1C
[67] CCCCCCn1c(=O)c(C(=O)Nc2cccc(C)n2)c(O)c2ccccc21
[68] Cc1ccc2nc(-c3ccncc3)cc(C(=O)N3CCC4(CC3)OCCO4)c2c1
[69] Cc1ccccc1N1C(=O)CC(=O)NC1=O
[70] Cc1ccc2c(c1)CC1(CN2C)C(=O)NC(=O)N(c2cc(C)ccc2C)C1=O (stereo unspecified)

Screen / compound no.,61,62,63,64,65,66,67,68,69,70
PAX8 reporter,·,·,·,·,·,·,·,·,·,·
ERp5 block,·,·,·,·,·,·,·,·,·,·
INS-1E GSIS act,·,·,·,·,·,·,·,·,·,·
ARNT TACC3 PPI,18,3,2,-1,7,-7,-6,-5,-1,5

# Quoted from the listing:
# compound 67 in ARNT TACC3 PPI is entered as -6
# compound 66 in ARNT TACC3 PPI is entered as -7
# compound 64 in ARNT TACC3 PPI is entered as -1
# compound 69 in ARNT TACC3 PPI is entered as -1
# compound 65 in ARNT TACC3 PPI is entered as 7

# Following part
[71] COC(=O)C1=C(c2ccc3ccccc3c2)C[C@@H]2CC[C@H]1N2C(=O)NCCNC(C)=O
[72] Cc1cccc(NC(=O)CSc2nnc([C@@H](N)Cc3c[nH]c4ccccc34)o2)c1C
[73] O=C1NC(c2cccnc2)Nc2sc3c(c21)CCCC3 (stereo unspecified)
[74] CC12CN3CN(C1)CC(c1ccccc1)(C3)C2=O
[75] CC(=NCc1ccco1)c1c(O)n(Cc2ccccc2)c(=O)[nH]c1=O
[76] Cc1nn(CCC#N)c2c1P(=S)(N1CCCC1)OC(c1ccc(F)cc1)=N2 (stereo unspecified)
[77] COc1ccc(P2(=O)Nc3ccccc3N2)cc1
[78] C=CCn1c(O)c(C=Nc2ccc(OC)cc2C)c(=O)[nH]c1=O
[79] CN1CCN(c2ccc(C(N)=O)cc2N)CC1
[80] CC(=NCC1CCCO1)c1c(O)n(-c2ccc(Cl)cc2)c(=O)[nH]c1=O (stereo unspecified)

Screen / compound no.,71,72,73,74,75,76,77,78,79,80
PAX8 reporter,·,·,·,·,·,·,·,2,1,6
ERp5 block,·,·,·,·,·,·,-2,·,·,·
INS-1E GSIS act,·,·,·,·,·,·,·,·,·,·
ARNT TACC3 PPI,2,-6,6,-7,-5,0,·,·,·,·

# An excerpt from above in order of heavy-atom count, falling.
[71] COC(=O)C1=C(c2ccc3ccccc3c2)C[C@@H]2CC[C@H]1N2C(=O)NCCNC(C)=O
[72] Cc1cccc(NC(=O)CSc2nnc([C@@H](N)Cc3c[nH]c4ccccc34)o2)c1C
[75] CC(=NCc1ccco1)c1c(O)n(Cc2ccccc2)c(=O)[nH]c1=O
[78] C=CCn1c(O)c(C=Nc2ccc(OC)cc2C)c(=O)[nH]c1=O
[79] CN1CCN(c2ccc(C(N)=O)cc2N)CC1

Screen / compound no.,71,72,75,78,79
PAX8 reporter,·,·,·,2,1
ERp5 block,·,·,·,·,·
INS-1E GSIS act,·,·,·,·,·
ARNT TACC3 PPI,2,-6,-5,·,·

# Next part:
[81] O=c1[nH]c(=S)n(Cc2ccco2)c(O)c1C=NCc1cccs1
[82] OCCN1C2CCC1CC(O)(c1ccc(F)cc1)C2 (stereo unspecified)
[83] COc1cccc(-n2c(C)nc3ccccc3c2=O)c1
[84] CC(=O)Nc1ccccc1OC(=O)N(C)C
[85] CCCCC1(CN2CCCC2=O)C(=O)NC(=O)NC1=O
[86] CCC(=NCc1ccco1)c1c(O)n(-c2ccccc2)c(=O)[nH]c1=O
[87] COc1ccc(CCNCc2ccc(SC)cc2)cc1
[88] O=C1C2CCN(CC2)C1Cc1ccccc1O (stereo unspecified)
[89] COc1ccccc1OCC(=O)Nc1ccc(Cl)cc1C(=O)c1ccccc1
[90] CC(=O)Nc1cc(C(=O)N2CCC3(CC2)OCCO3)ccc1S(=O)(=O)c1ccc(Cl)cc1

Screen / compound no.,81,82,83,84,85,86,87,88,89,90
PAX8 reporter,5,6,0,-12,·,·,·,·,·,·
ERp5 block,·,·,·,·,·,·,·,·,·,·
INS-1E GSIS act,·,·,·,·,9,19,12,8,-33,-4
ARNT TACC3 PPI,·,·,·,·,·,·,·,·,·,·

[91] CN(C)CC#CCC(O)(c1ccccc1)C1CCCC1 (stereo unspecified)
[92] CN=C(SCc1ccccc1)c1c(O)n(C)c(=O)n(C)c1=O
[93] O=C(c1ccc(CS(=O)(=O)c2ccccc2)o1)N1CCC2(CC1)OCCO2
[94] COc1ccc(C2SCC(=O)Nc3c2c(C)nn3C2CCOC(C)(C)C2)cc1 (stereo unspecified)
[95] O=C(CCn1c(=O)oc2ccccc21)N1CCC2(CC1)OCCO2
[96] O=C(Nc1ccc(Cl)cc1C(=O)c1ccccc1)c1ccco1

Screen / compound no.,91,92,93,94,95,96
PAX8 reporter,17,-13,18,-10,0,-7
ERp5 block,·,·,·,·,·,·
INS-1E GSIS act,·,·,·,·,·,·
ARNT TACC3 PPI,-2,-2,4,-2,-10,15

# Compound activity from PubChem.
